# Assay outcomes as filed in PubChem.
# GlmU inhibition = inhibition of mycobacterial GlmU enzyme – biochemical, glucosamine-1-phosphate acetyltransferase (AID 1376); Bifunctional protein GlmU (Mycobacterium tuberculosis (strain ATCC 25618 / H37Rv)); M. tuberculosis GlmU acetyltransferase enzyme assay; higher % means a stronger effect; inhibition, %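 (tested at 30 µM in the primary screen)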; hits with a dose series show IC50 in µM; 0.25% of 220,000 active; in the data active = inhibition above about 13%;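 also: 0% = complete reaction with vehicle and 100% = reaction without substrate; strong numbers were not always called active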
# Mtb RmlCD inh = M. tuberculosis RmlC/RmlD coupled enzyme inhibitors, primary screen, biochemical, compound mixtures, 384-well, from 1536-well plates; RmlC+RmlD coupled enzyme assay, percent inhibition; primary screen in compound mixtures; inhibition, % at 3.6 µM; AID 1533, 2009; dTDP-4-dehydrorhamnose reductase (Mycobacterium tuberculosis (strain ATCC 25618 / H37Rv)) …; 0.03% of 160,000 active; in the data active = inhibition mostly above about 34%, no sharp cut-off; also: some results filed as inactive read as strong as hits
# Target sequence (P9WH09 whole entry, looked up): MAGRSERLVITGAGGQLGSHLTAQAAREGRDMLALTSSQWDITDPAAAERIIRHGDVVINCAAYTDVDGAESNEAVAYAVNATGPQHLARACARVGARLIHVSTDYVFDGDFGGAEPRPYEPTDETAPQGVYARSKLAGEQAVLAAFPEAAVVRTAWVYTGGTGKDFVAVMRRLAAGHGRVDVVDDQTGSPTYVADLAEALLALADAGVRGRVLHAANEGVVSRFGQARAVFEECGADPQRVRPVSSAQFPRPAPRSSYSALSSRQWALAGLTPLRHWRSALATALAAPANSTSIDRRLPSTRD
# Target sequence (P9WH11 whole entry, looked up): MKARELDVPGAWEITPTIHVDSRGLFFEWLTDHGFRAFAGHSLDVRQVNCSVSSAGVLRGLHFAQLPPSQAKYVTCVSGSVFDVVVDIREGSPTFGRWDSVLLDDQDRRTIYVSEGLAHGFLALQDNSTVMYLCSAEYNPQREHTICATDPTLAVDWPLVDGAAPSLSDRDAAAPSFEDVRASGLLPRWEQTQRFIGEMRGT
# * = called active by the depositor; · = not tested or not shown. This is a subset, so the mix of outcomes need not match the whole.
# Results follow in this order: GlmU inhibition | Mtb RmlCD inh
Cc1ccc(Cl)cc1NS(=O)(=O)c1c(C)[nH]c(=O)[nH]c1=O
 : -1.1% | -5
Cc1ccc(CNC(=O)c2ccc(N(C)C)cc2)cc1
 : -4.5% | -4
Cc1ccc(-n2ncc(C(=O)O)c2C2CCN(C(=O)OC(C)(C)C)CC2)cc1
 : 2.1% | 1
CCC(C)NC(=O)c1nn(C)c(=O)c2ccccc12 (stereo not drawn)
 : 6.4% | -5
COc1ccccc1Oc1ccc(NC(=O)c2ccccc2C)cc1
 : 22% | 4
O=c1[nH]c(Nc2ccc3c(c2)OCCO3)nnc1Cc1ccc(Cl)cc1
 : -3.2% | -7
CCN(CC)CCN1C(=O)C(O)=C(C(=O)c2cccs2)C1c1ccc(C)o1 (stereo not drawn)
 : -4.7% | ·
O=C(O)CCC(=O)NNC(=O)c1ccc(-c2ccccc2)cc1
 : 4.9% | -11
O=C(CNCc1ccccc1Cl)NCc1ccco1
 : -2.0% | 103
COc1cc(/C=C/c2nnc3c4ccccc4ncn23)cc(OC)c1OC
 : 2.0% | 10
CC(C)OC(=O)Cn1c(=O)sc2ccccc21
 : 10% | -7
Cc1ccc(C(=O)NNC(=O)Cc2ccccc2)cc1
 : 9.0% | 4
FC(F)(F)c1cc(-c2ccccc2)nc(NCc2cccs2)n1
 : 1.1% | 8
CCOC(=O)c1cnc(SCC(=O)N2CCN(c3ccccc3)CC2)nc1N
 : -3.8% | -13
CC(=O)C1=C(C)NC(SCC(=O)c2ccc(Cl)cc2)=C(C#N)C1c1ccco1 (stereo not drawn)
 : 2.2% | 10
C=CCOc1ccccc1CNc1ccc2c(c1)OCCO2
 : -1.0% | -11
CCCN1C(=O)COc2ccc(C(=O)c3ccccc3C(=O)O)cc21
 : -2.2% | ·
COc1ccc(/C=C\c2onc(C)c2S(=O)(=O)N2CCC(C(=O)NCCC(C)C)CC2)cc1
 : -2.0% | -1
Cc1nn(C(=O)CN2C(=O)c3ccccc3C2=O)c(C)c1Br
 : 5.1% | 11
CC1CCCC(NC(=O)COC(=O)COc2ccc(Cl)cc2)C1C (stereo not drawn)
 : -7.4% | 10
O=C1CN(C(=O)CSc2nc(-c3ccccc3)cs2)c2ccccc2N1
 : 3.1% | 6
COc1cccc(OC)c1C(=O)NC(=S)Nc1ccc2oc(=O)ccc2c1
 : 0.6% | -8
COc1ccccc1CNC(=O)c1csc(Cc2ccc(Cl)cc2)n1
 : 3.4% | ·
CC1(C)C(N(O)C(=O)Nc2ccc(Cl)cc2)N(c2ccc(Cl)cc2)C(=O)N1CC(=O)NN (stereo not drawn)
 : 2.0% | ·
Cc1c(C(=O)NCCSCc2c(F)cccc2Cl)cnn1-c1ccc(F)cc1
 : 3.0% | ·
CC(C)OC(=O)c1cc2c(ccn2C)n1CC(=O)N1CCC(Cc2ccccc2)CC1
 : 1.4% | 15
S=C1N(c2ccccc2)C(c2ccccc2)N2CCCN12 (stereo not drawn)
 : -4.5% | ·
O=C(COc1ncnc2sccc12)Nc1ccc2c(c1)OCCO2
 : -0.7% | -4
Cc1csc(NC(=O)CNC(=O)OCc2ccccc2)n1
 : 2.2% | 6
COc1ccc(C(=O)N2c3cc4c(cc3C(C)=CC2(C)C)OCO4)cc1
 : 3.6% | 5

# Structural class: the entries above with fluorine.
# Results follow in this order: GlmU inhibition | Mtb RmlCD inh
FC(F)(F)c1cc(-c2ccccc2)nc(NCc2cccs2)n1
 : 1.1% | 8
Cc1c(C(=O)NCCSCc2c(F)cccc2Cl)cnn1-c1ccc(F)cc1
 : 3.0% | ·

# Other records follow.
# Results follow in this order: GlmU inhibition | Mtb RmlCD inh
NS(=O)(=O)c1ccc(NC(=O)C2(c3ccccc3)CCCC2)cc1
 : 1.2% | -12
COc1ccc(OC)c(NC(=O)c2ccccc2N(Cc2ccccc2)S(C)(=O)=O)c1
 : -0.9% | -14
Cc1cc(-c2ccccc2)[nH]c(=O)c1S(=O)(=O)c1ccc(Cl)cc1
 : -5.4% | ·
CCCCNc1cc(=O)n(C)c(=O)n1C
 : -2.9% | 3
CCCN(CCC)C1Cc2cc(OC)c(OC)cc2C1
 : -0.8% | ·
Cc1ccc(C(=O)c2ccc(N3CCOCC3)c(F)c2)cc1
 : 0.9% | ·
CCCCC(CC)C(=O)Nc1ccccc1C#N (stereo not drawn)
 : -0.1% | -5
Cc1ccc(CSc2nnc(CNc3ccc(F)cc3)o2)cc1
 : 0.3% | -6
Cc1ccccc1NC(=O)c1cc(S(=O)(=O)N2CCOCC2)cs1
 : 2.8% | ·
Cc1cc(/C=N/NC(=O)c2ccc(CN3CCOCC3)cc2)c(C)n1-c1ccccc1
 : -2.7% | -6
COc1ccc(OC)c(NC(=O)Nc2ccc(Cl)cc2)c1
 : 4.4% | ·
COc1ccccc1OCC(O)Cn1c(=N)n(CCN2CCCCC2)c2ccccc21 (stereo not drawn)
 : -6.1% | 19
COc1ccc(-c2noc(CN(C)S(=O)(=O)c3ccc(C)cc3)n2)cc1
 : -6.1% | ·
CC(C)Cc1nnc(NC(=O)CCC(=O)Nc2ccc(F)cc2)s1
 : 2.1% | 4
COc1ccc(Cl)cc1C(=O)n1nc(C)cc1C
 : -0.8% | 5
CC(c1nc2ccccc2c(=O)[nH]1)N1CCN(C)CC1 (stereo not drawn)
 : 0.7% | ·
O=C(N/N=C\c1cn[nH]c1-c1ccccc1)c1cccs1
 : 5.7% | ·
N#Cc1ccc(COC(=O)Cn2nnc(-c3ccccc3)n2)cc1
 : 0.6% | 8
COC(=O)c1cccc(NC(=O)/C=C/c2ccc([N+](=O)[O-])cc2)c1
 : -3.1% | -13
COCCNC(=O)c1ccccc1NC(=O)Cc1ccccc1
 : -2.5% | -9
CC(Nc1c([N+](=O)[O-])c(=O)oc2ccccc12)c1ccccc1 (stereo not drawn)
 : 0.5% | -9
CCN1/C(=C/C(C)=O)Sc2ccc(OC)cc21
 : -0.5% | ·
C[C@@H](C(=O)N1CCN(C(=O)OC(C)(C)C)CC1)n1cc(CCC(=O)O)nn1
 : -2.3% | ·
CN=c1scc(-c2c[nH]c3ccccc23)n1C
 : 3.7% | -10
CN1CCN(c2nnc(-c3ccccc3)c(-c3ccccc3)n2)CC1
 : · | 7
COc1ccc(-n2ncc(C(=O)N3CCN(c4ccc(F)cc4)CC3)c2C)cc1
 : 2.2% | 4
C=CCNC(=O)c1ccccc1Cl
 : -4.1% | ·
CS(=O)(=O)N1CCC(C(=O)NCc2ccc(F)cc2)CC1
 : 0.8% | 15
O=C(CSc1n[nH]c(-c2ccncc2)n1)NCCc1ccccc1
 : 0.4% | ·
O=c1c(-c2c(O)cc(O)c3c(=O)cc(-c4ccc(O)cc4)oc23)c(-c2ccc(O)cc2)oc2cc(O)cc(O)c12
 : 4.1% | ·
C=CCNC(=O)CSc1nnc(-c2ccncc2)n1CCc1ccccc1
 : 4.8% | ·
Cc1ccc(-c2nc(C)sc2CC(=O)OCC(=O)Nc2cccc([N+](=O)[O-])c2)cc1
 : 3.4% | 7
CC(C)(C)c1cc2cccnc2n1Cc1cccc(F)c1
 : -1.0% | ·
CC(C)C(=O)NCCc1nc2ccccc2n1C
 : 1.9% | ·
O=C(CN1C(=O)S/C(=C\c2ccc(F)cc2)C1=O)Nc1cccc(S(=O)(=O)NCc2ccco2)c1
 : -3.3% | ·
O=C(CSc1nc(-c2cccs2)cc(C(F)(F)F)n1)NCCCN1CCOCC1
 : -2.0% | -9
Cc1ccc(Oc2nc3c(c(=O)n(Cc4ccccc4F)c(=O)n3C)n2C)cc1
 : -2.2% | -17
O=C(O)c1[nH]c2ccc(Cl)cc2c1CCN1C(=O)c2ccccc2C1=O
 : 6.1% | -8
O=C(Nc1nc2ccsc2c(=O)s1)c1ccco1
 : 2.5% | 4
COc1cccc(C(=O)c2c[nH]c(C(=O)NCc3cccs3)c2)c1
 : -5.3% | ·
C=CC1=C(C(=O)O)N2C(=O)[C@@H](NC(=O)/C(=N/OCC(=O)O)c3csc(N)n3)[C@H]2SC1
 : 1.9% | ·
CCCCn1nnnc1NCc1cc(Cl)c(OC)c(OC)c1
 : 6.6% | -13
Cc1cc(NC(=O)CSc2nnc(-c3ccc(Cl)s3)o2)no1
 : 0.7% | 10
COc1ccc(CN2C(=O)NC(=O)/C(=C/c3cc(OC)c(OC)c(OC)c3)C2=O)cc1
 : -3.7% | -12
Cc1cc(C(=O)OCC(=O)Nc2cccc(S(=O)(=O)N3CCOCC3)c2)c(C)o1
 : 2.6% | ·
CCOC(=O)C1=C(C)Nc2nc(C)nn2C1c1cc(OC)ccc1OC (stereo not drawn)
 : 2.2% | ·
CCn1c(SCC(=O)c2ccc3ccccc3c2)nnc1-c1cccs1
 : -0.9% | -9
Cn1c(CNc2nc(-c3ccccc3)cs2)nnc1SCC(=O)OC1CCCCC1
 : -2.7% | ·
Cc1ccc(Cn2c(Cc3ccccc3)nc3ccccc32)cc1
 : -1.4% | ·
O=C(COC(=O)CCOc1ccccc1)NCCC1=CCCCC1
 : 5.9% | -14
Cc1ccc(C(=O)Nc2ccc3c(c2)OCO3)cc1S(=O)(=O)N1CCCC1
 : 0.2% | -4
COc1cc(OC)cc(-n2nnnc2SCC(=O)NCCc2ccc(OC)c(OC)c2)c1
 : 2.9% | 7
Cc1ccc(C(=O)c2ccc(C)cc2)cc1
 : 4.9% | 8
CCc1cccc(NC(=O)Nc2ccc3c(c2)OCO3)c1
 : 1.3% | ·
CCC(=O)Nc1ccccc1C(=O)OC(c1ccccc1)c1ccccc1
 : -1.5% | 14
N#CC1=C(N)C(C#N)(C#N)C2(CCC3(CC2)OCCO3)C2CC3(CC=C12)OCCO3 (stereo not drawn)
 : 8.9% | 11
O=C(O)C1CCCCC1C(=O)NCCC(c1ccccc1)c1ccccc1 (stereo not drawn)
 : 6.1% | -3
Cc1cc2c(cc1C)CSC(c1c(O)ccc3ccccc13)SC2
 : 6.9% | ·
CCCC(=O)c1cc(F)c(N2CCN(S(=O)(=O)c3ccccc3)CC2)cc1C
 : -2.1% | -3
O=C(CSc1nc2ccccc2c(=O)[nH]1)N1CCOCC1
 : -2.2% | -7

# More entries follow.
# Results follow in this order: GlmU inhibition | Mtb RmlCD inh
CC(C)C1NC(=S)N(C2CCCCC2)C1=O (stereo not drawn)
 : 1.1% | 3
CCN1CCN(C(=S)c2ccc(OCC(=O)N3CCOCC3)cc2)CC1
 : 6.3% | ·
Cc1cccc(-n2c(-c3ccco3)nc3ccccc3c2=O)c1C
 : 0.5% | ·
Cc1ccc(OCCCC(=O)Nc2nnc(C3CCCO3)s2)c(C)c1 (stereo not drawn)
 : 5.3% | 4
CCn1c(SCC(=O)Nc2nnc(C)s2)nnc1-c1ccncc1
 : 1.7% | ·
CCOC(=O)c1cc(-c2csc(-c3ccc(C(C)(C)C)cc3)n2)on1
 : 0.2% | -4
O=C(COc1ccc2ccccc2c1)NC1=NCCS1
 : -3.6% | -7
CCCCn1c(SCc2ccc(Cl)cc2)nc2c1c(=O)[nH]c(=O)n2C
 : -2.3% | 9
CCc1nc(SCC(=O)c2cccs2)c2oc3ccccc3c2n1
 : -5.6% | 14
Cc1noc(C)c1S(=O)(=O)N(Cc1ccccc1)C(C)C
 : -5.7% | 2
Cc1cc(N(C)C)nc(SC(C)C)n1
 : 2.0% | 12
CCOc1cc(C)c(C(C)C)cc1S(=O)(=O)N1CC(C)OC(C)C1 (stereo not drawn)
 : 0.5% | -2
CCc1ccc(OC2=NS(=O)(=O)c3ccccc32)cc1
 : -1.2% | -7
CCOc1ccc(-c2cn[nH]c2N)cc1
 : 3.0% | 8
COc1c2ccoc2c(OC[C@@H](O)C(C)(C)OC)c2oc(=O)ccc12
 : 1.2% | ·
CC#CP(=O)(OC)C(O)(CF)c1ccccc1 (stereo not drawn)
 : 4.5% | -9
O=C(CCN1CCN(c2ccccc2)CC1)NNC(=S)Nc1ccccc1Cl
 : 1.9% | -9
CC(C)CCOc1ccc(C(CC(N)=O)C(=O)O)cc1 (stereo not drawn)
 : -0.5% | -5
CCOCCc1c(O)nc(SCC)[nH]c1=O
 : 5.9% | 10
CC1(NC(=S)N(CCO)CCO)CCS(=O)(=O)C1 (stereo not drawn)
 : 6.1% | -4
O=C(/C=C/c1ccc(F)cc1)NCC1(c2ccccc2)CCOCC1
 : -2.9% | ·
COc1cccc(Oc2cnc(N)nc2-c2ccc(OC)cc2O)c1
 : 0.2% | ·
CC(=O)N1C(=O)N(C(C)=O)C2C1N(C)C(=O)N2C(C)=O (stereo not drawn)
 : 3.1% | 3
CC1(C)CC(=O)C2=C(C1)N=C1c3ccccc3C(=O)C1C2c1ccc(Cl)cc1 (stereo not drawn)
 : -0.5% | 2
CCN(CC)C(=O)COc1ccc(CC(=O)O)cc1OC
 : -1.4% | -2
COc1cc(C(=O)Nc2cccc(S(=O)(=O)N3CCCC3)c2)cc(OC)c1C
 : 2.8% | 8
O=C(Nc1cccc(S(=O)(=O)N2CCCCC2)c1)c1ccccn1
 : 6.5% | 0
O=C(NC1(C(F)(F)F)N=C2SCCN2C1=O)c1ccccc1 (stereo not drawn)
 : -1.1% | 8
Cc1cccc(C)c1OCC(O)CN(Cc1ccccc1O)C1CCCCC1 (stereo not drawn)
 : -4.7% | -8
CCc1ccc(CNC(=O)C2CCC(=O)N2C2CCCCC2)cc1 (stereo not drawn)
 : 15% | ·
COc1ccccc1Oc1coc2cc(OC(=O)N3CCOCC3)ccc2c1=O
 : -3.6% | 8
CN1CCCN(S(=O)(=O)c2ccc3c(c2)OCCO3)CC1
 : -2.0% | -5

# Among those listed so far, these contain a CF3 group:
# Results follow in this order: GlmU inhibition | Mtb RmlCD inh
FC(F)(F)c1cc(-c2ccccc2)nc(NCc2cccs2)n1
 : 1.1% | 8
O=C(CSc1nc(-c2cccs2)cc(C(F)(F)F)n1)NCCCN1CCOCC1
 : -2.0% | -9
O=C(NC1(C(F)(F)F)N=C2SCCN2C1=O)c1ccccc1 (stereo not drawn)
 : -1.1% | 8
